PrPC TRFRET – inhibitors of human cell surface prion protein PrPC, primary screen, cell-based, TR-FRET; Major prion protein (Homo sapiens), P04156; inhibition, % at 13.8 µM; 0.43% of 370,000 active; TR-FRET read-out; in the data active = inhibition above about 24%; note: 0% = median of the test wells and 100% = reference compound wells
CCHFV vOTU inh – CCHFV vOTU protease inhibitors, primary screen, biochemical, Pep-AMC substrate, fluorescence; Crimean-Congo hemorrhagic fever virus L polyprotein viral ovarian tumor (vOTU) protease …; inhibition, % at 11.5 µM; 0.55% of 370,000 active; in the data active = inhibition above about 30%; note: 0% = vehicle wells with enzyme and 100% = no enzyme wells
Numbers without * were called inactive. The list is partial; the hit share may differ from the screen's.

#1 COC(=O)[C@]12C[C@H](CC(=O)N3CCC(c4ccccc4)CC3)C(=O)N(CCc3ccc(OC)c(OC)c3)C1=C[C@H](C1CCCC1)O[C@@H]2C
#2 Cc1ccc(Cn2nnc3c2-c2cc(F)ccc2S(=O)(=O)N(C(C)(C)C)C3)cc1
#3 Cc1ccc(-c2cc(-c3nnc(SCC(=O)N4CCOCC4)n3N)[nH]n2)cc1
#4 COc1ccc(S[C@]2(C(=O)N3CCCC3)CC(=O)N(P(=O)(OC)OC)[C@@H]2c2ccc(OC)cc2)cc1
#5 COc1cccc(CNC(=O)[C@H]2CCCN2C(=O)[C@H]2CCCN2C(=O)c2ccccc2)c1
#6 COC(=O)[C@@]12C[C@@H](CC(=O)N3CCN(C(=O)c4ccco4)CC3)C(=O)N(Cc3ccccc3)C1=CCC(C)(C)C2
#7 COc1cccc(C(=O)N[C@H](C(=O)N2CCC[C@H]2C(=O)NC2CCCC2)C2CCCCC2)c1
#8 O=C(NC1CCCC1)C1CCN(S(=O)(=O)c2ccc3[nH]c(=O)oc3c2)CC1
entry no.	1	2	3	4	5	6	7	8
PrPC TRFRET	-1.7	9.3	4.7	4.3	7.1	5.3	5.4	10.9
CCHFV vOTU inh	9.4	11.1	-0.9	8.1	2.1	7.3	17.2	-7.0

#9 O=C(Nc1ccccc1)Nc1c(-c2ccccc2)nc2ncccn12
#10 Cc1c(C)n(Cc2ccc(-c3ccccc3C(=O)O)cc2)c2ccc(C(=O)N[C@@H](C)c3ccc(Br)cc3)cc12
#11 Cc1ccc(S(=O)(=O)N2[C@H](CC(=O)c3cccc4ccccc34)OC[C@@H]2C)cc1
#12 C[C@H]1[C@@H]2C[C@@]3(O[C@H](c4ccccn4)N=C3C[C@@H]1c1ccccc1)N(Cc1ccncc1)C2=O
#13 CCCCNC(=O)C[C@H]1C[C@@]2(C(=O)OC)C(=C[C@H](COCc3ccccc3)O[C@@H]2C)N(Cc2ccco2)C1=O
#14 COC(=O)[C@]12CCCCC=C1N(Cc1ccc(OC)cc1)C(=O)[C@@H]2CC(=O)N1CCOCC1
#15 O=C(N[C@H](c1cccc(Br)c1)[C@@H]1CCCC=C1c1ccccc1)C(F)(F)F
#16 Cc1cccc(C)c1NC(=O)C(C1CC1)n1c(=O)c(-c2cc3ccccc3[nH]2)nc2ccccc21 (configuration not stated)
entry no.	9	10	11	12	13	14	15	16
PrPC TRFRET	2.1	0.8	-3.8	2.2	3.6	7.8	-3.1	-0.2
CCHFV vOTU inh	-18.4	32.8*	21.5	-6.9	1.9	-7.7	-1.4	-8.2

#17 O=C(C(O)c1ccccc1)N1CCN(S(=O)(=O)c2ccc(C(F)(F)F)cc2)CC1 (configuration not stated)
#18 CN(Cc1ccccc1)S(=O)(=O)c1cccc(C(=O)OCc2ccccc2Cl)c1
#19 CCCCNC(=O)c1nc(C2CCNCC2)oc1-c1cccc(C(F)(F)F)c1
#20 COc1ccc(S[C@]2(C(=O)N3CCN(C(C)=O)CC3)CC(=O)N(S(=O)(=O)c3ccc(F)cc3)[C@@H]2c2ccc(OC)cc2)cc1
#21 Cc1cc(NS(=O)(=O)c2ccc(NC(=O)CSc3nnc(-c4ccco4)n3-c3ccc(Cl)cc3)cc2)nc(C)n1
#22 Nn1c(SCC(=O)NC2CCCCC2)nnc1-c1cc(-c2ccccc2)n[nH]1
#23 C=CCN1C(=O)[C@@H](CC(=O)NCCCC)[C@]2(C(=O)OC)CCCCC=C12
#24 C=CCN1[C@@H](Cc2ccccc2)COc2cccc(N3CCSCC3)c2S1(=O)=O
entry no.	17	18	19	20	21	22	23	24
PrPC TRFRET	-5.1	5.3	1.6	5.4	-2.0	0.2	2.6	-4.7
CCHFV vOTU inh	13.5	3.6	-2.5	-0.6	1.6	4.7	2.1	-1.9

#25 COc1cccc(CN(C)C(=O)[C@@H](Cc2ccccc2)NC(=O)[C@H]2O[C@@H](n3ccc(=O)[nH]c3=O)[C@H](O)[C@@H]2O)c1
#26 COc1cccc(C(=O)N[C@H](C(=O)N2CCC[C@H]2C(=O)NCCc2ccccc2Cl)C(C)C)c1
#27 CCOC(=O)C(Cc1ccccc1)C1(C)Oc2ccccc2O1 (configuration not stated)
#28 CC(C)c1cc(Cn2c3ccccc3c(=O)n2C(C)Cn2cc(COc3ccccc3)nn2)on1 (configuration not stated)
#29 COC(=O)C1=CN(c2cccc(OCc3ccccc3)c2)C(N)=C(C#N)C1c1cccc(F)c1 (configuration not stated)
#30 CCn1c(SCc2c(F)cccc2F)nc2sc3c(c2c1=O)CCCC3
#31 O=C(Nc1ccc2c(c1)OCO2)OC1CCC12CCCCC2 (configuration not stated)
#32 Cc1ccc(S(=O)(=O)N2[C@@H](Cc3ccccc3)CO[C@H]2CC(=O)c2cccc3ccccc23)cc1
entry no.	25	26	27	28	29	30	31	32
PrPC TRFRET	0.4	-3.7	8.8	1.2	-0.4	3.1	4.4	4.5
CCHFV vOTU inh	-2.4	4.9	3.1	-15.4	10.6	-0.9	6.5	1.9

#33 Cc1ccc(S(=O)(=O)Nc2ccccc2O)cc1
#34 CC(=O)N1c2cc(S(=O)(=O)N3CCN(c4ccccc4F)CC3)c(Br)cc2CC1C (configuration not stated)
#35 CC(C)(C)c1ccc(S(=O)(=O)NCC2CCN(C(=O)C(=O)c3cc4ccccc4o3)CC2)cc1
#36 COC(=O)c1cc2c(c3c4cc(C)ccc4n(S(=O)(=O)c4cccc(C)c4)c13)C(=O)N(Cc1ccc(N(C)C)cc1)C2
#37 COC(=O)[C@]12C[C@H](CC(=O)NCCC(C)C)C(=O)N(Cc3ccc4c(c3)OCO4)C1=C[C@H](COCc1ccccc1)O[C@@H]2C
#38 COC(=O)C1CN(Cc2ccc(OC)cc2)CCS(=O)(=O)N1Cc1ccccc1 (configuration not stated)
#39 C=CCN1C[C@@H](COCc2ccccc2)OCCS1(=O)=O
#40 COC(=O)C1CN(C2CCCC2)CCS(=O)(=O)N1Cc1ccc(C)cc1 (configuration not stated)
entry no.	33	34	35	36	37	38	39	40
PrPC TRFRET	-3.5	3.7	-6.0	8.0	-0.8	3.0	1.6	4.6
CCHFV vOTU inh	21.1	3.8	41.9*	7.2	20.1	7.5	0.6	-4.3

#41 CCOC(=O)Cn1c2c(n(-c3ccc(F)cc3)c1=O)C=C(c1ccccc1)[C@@H](C)C(C(=O)N(C)C1CCCCC1)=C2
#42 CO[C@H]1CN(C)C(=O)c2cc(NC(=O)C3CCOCC3)ccc2OC[C@H](C)N(Cc2nccs2)C[C@H]1C
#43 O=S1(=O)c2c(cccc2N2CCC[C@@H]2CO)O[C@H]2CCN1C2
#44 C[C@@H]1CCCCO[C@@H](CN(C)CC2CCCCC2)[C@@H](C)CN([C@H](C)CO)C(=O)c2cc(NC(=O)Nc3ccc4c(c3)OCO4)ccc2O1
#45 CCOC(=O)[C@]12CCCC=C1N(Cc1ccc(OC)cc1)C(=O)[C@@H]2CC(=O)NCc1ccccc1
#46 O=C(N[C@H](C(=O)N1CCC[C@H]1C(=O)NC1CCCC1)C1CCCCC1)c1ccc(Cl)c(Cl)c1
#47 CN(C)C(=O)NCCCC#Cc1ccccc1
#48 COC(=O)[C@]12C[C@H](CC(=O)NCc3cccc(C(F)(F)F)c3)C(=O)N(CCC3=CCCCC3)C1=C[C@H](COCc1ccccc1)O[C@@H]2C
entry no.	41	42	43	44	45	46	47	48
PrPC TRFRET	11.0	-1.1	12.2	-5.0	6.3	12.0	-6.4	-1.0
CCHFV vOTU inh	7.4	-7.7	3.4	6.4	3.4	11.6	-3.5	16.1

Overlap with the part before: four entries, followed by the next part.
No.	structure	PrPC TRFRET	CCHFV vOTU inh
45	CCOC(=O)[C@]12CCCC=C1N(Cc1ccc(OC)cc1)C(=O)[C@@H]2CC(=O)NCc1ccccc1	6.3	3.4
46	O=C(N[C@H](C(=O)N1CCC[C@H]1C(=O)NC1CCCC1)C1CCCCC1)c1ccc(Cl)c(Cl)c1	12.0	11.6
47	CN(C)C(=O)NCCCC#Cc1ccccc1	-6.4	-3.5
48	COC(=O)[C@]12C[C@H](CC(=O)NCc3cccc(C(F)(F)F)c3)C(=O)N(CCC3=CCCCC3)C1=C[C@H](COCc1ccccc1)O[C@@H]2C	-1.0	16.1
49	O=c1[nH]c(-c2ccccc2)cn1C1CCN(Cc2ccc(-c3nc4ccc(Br)cc4nc3-c3ccccc3)cc2)CC1	31.4*	11.6
50	CCCCCCCCN1C(=O)[C@H](CC(=O)N2CCN(C(=O)C3CC3)CC2)C[C@@]2(C(=O)OC)CC(C)(C)CC=C12	-1.7	30.6*
51	Cc1cc(C)c(NC(=O)C2C(=O)Nc3ccccc3C(=O)N2C(C)(C)C)c(C)c1 (configuration not stated)	1.2	0.5
52	COc1ccc(CN2C(=O)N3Cc4ccccc4C3CS2(=O)=O)cc1 (configuration not stated)	0.8	-0.4
53	O=C(C1CCN(c2ncnc3c2sc2cccc(F)c23)CC1)N1CCN(Cc2ccc(F)cc2)CC1	1.5	6.0
54	COC(=O)[C@]12C[C@H](CC(=O)N3CCCCC3)C(=O)N(Cc3ccco3)C1=C[C@H](C(C)C)O[C@@H]2C1CC1	12.0	4.3
55	c1ccc(-c2nnc3n2N=C(c2ccc4ccccc4c2)CS3)nc1	-17.4	1.4
56	Cc1ccc(-n2c(SC/C=C/c3ccccc3)nnc2-c2cccs2)cc1	6.0	6.2
57	CC(C)c1[nH]nc2c1C(c1ccc(Br)cc1)NC2=O (configuration not stated)	0.0	0.2
58	COc1ccccc1-c1ncn(Cc2cccc(-c3ccccc3)c2)c1-c1ccco1	9.4	3.9

Three compounds from above, ordered by number of heavy atoms, lowest first:
No.	structure	PrPC TRFRET	CCHFV vOTU inh
45	CCOC(=O)[C@]12CCCC=C1N(Cc1ccc(OC)cc1)C(=O)[C@@H]2CC(=O)NCc1ccccc1	6.3	3.4
25	COc1cccc(CN(C)C(=O)[C@@H](Cc2ccccc2)NC(=O)[C@H]2O[C@@H](n3ccc(=O)[nH]c3=O)[C@H](O)[C@@H]2O)c1	0.4	-2.4
20	COc1ccc(S[C@]2(C(=O)N3CCN(C(C)=O)CC3)CC(=O)N(S(=O)(=O)c3ccc(F)cc3)[C@@H]2c2ccc(OC)cc2)cc1	5.4	-0.6

(list continues)
No.	structure	PrPC TRFRET	CCHFV vOTU inh
59	O=C(O)c1cc(S(=O)(=O)N2CC3CC(C2)c2cccc(=O)n2C3)ccc1F (configuration not stated)	6.1	-3.0
60	COc1cccc(CNC(=O)[C@H]2CCCN2C(=O)[C@H]2CCCN2C(=O)c2ccc(F)cc2F)c1	8.7	-12.3
61	O=S(=O)(CS(=O)(=O)c1ccc(Br)cc1)c1ccc(Br)cc1	-8.6	-1.2
62	COC(=O)[C@H](C(C)C)N(CCc1cn(CC2CCCCC2)nn1)S(=O)(=O)c1ccccc1Br	1.0	13.6
63	COC(=O)[C@]12C[C@H](CC(=O)NCc3ccccc3)C(=O)N(Cc3ccccc3)C1=C[C@H](C(C)C)O[C@@H]2C1CC1	4.1	22.6
64	COC(=O)C[C@H]1CC[C@@H](NC(=O)Nc2cccc(OC)c2)[C@@H](CO)O1	-2.0	0.1
65	CC12C=CC(C)(C3C(=O)NC(=O)C31)C1C3C(=O)NC(=O)C3C12 (configuration not stated)	9.4	-4.0
66	CCOc1cccc(/C=N\NC(=O)c2cnccn2)c1O	5.8	6.8
67	CCOC(=O)[C@@]12CN(C(=O)OC(C)(C)C)CC=C1N(Cc1ccc(OC)cc1)C(=O)[C@H]2CC(=O)NCc1cccs1	11.7	9.7
68	Fc1ccc(Cn2ccc3ccc(-c4ccc5ccn(Cc6ccc(F)cc6)c5c4)cc32)cc1	5.9	3.2
69	CN1[C@H](Cc2ccccc2)COc2cc(N3CCCC3)ccc2S1(=O)=O	-0.3	17.4
70	CCC(C)(C)C(=O)N1CCc2cc(S(=O)(=O)N(C)Cc3ccco3)ccc21	2.7	3.0
71	C#CCN1CC(COc2ccccc2)Oc2cccc(Oc3ccc(OC)cc3)c2S1(=O)=O (configuration not stated)	0.9	19.6
72	c1ccc(COCCc2cn(Cc3ccccc3)c3ccccc23)cc1	-2.7	3.9
73	C[C@@H]1C=CCCO[C@]12C(=O)N(Cc1ccccc1C(F)(F)F)c1cccc(Br)c12	-5.4	13.5
74	COC(=O)c1ccc(CN2C(=O)[C@]3(OCCC=C[C@H]3C)c3ccccc32)cc1	3.5	-4.0
75	Cc1cccc(C)c1NC(=O)C1(C)CN(S(C)(=O)=O)CC(=O)N1CCc1c[nH]c2ccccc12 (configuration not stated)	0.6	-4.6
76	C[C@H](CO)N1C[C@H](C)[C@H](CN(C)C(=O)Nc2ccc(N3CCCCC3)cc2)OCc2cnnn2CCCC1=O	1.1	-9.4
77	CCCCN1C(=O)N2Cc3ccccc3C2CS1(=O)=O (configuration not stated)	3.0	-3.1
78	CCOC(=O)[C@@]12CCCC3=C1N(CCC3)C(=O)[C@H]2CC(=O)NCC1CCCCC1	-0.4	9.8
79	C#CCN(C[C@H]1[C@H](OC(=O)Nc2cccs2)[C@H](OC(=O)Nc2cccs2)CN(C(=O)OC(C)C)N1C(=O)OC(C)C)S(=O)(=O)c1ccc(C)cc1	0.4	18.0
80	COC(=O)[C@@]12CCCCC3=C1N(CCC3)C(=O)[C@H]2CC(=O)N1CCOCC1	-1.4	1.8
81	O=S(=O)(c1ccc(Cl)s1)N1CCC(c2nc3ccccc3o2)CC1	-14.6	-0.8
82	CC(C)(C)N1C(=O)c2ccccc2NC(=O)C1C(=O)Nc1ccc(N2CCOCC2)cc1 (configuration not stated)	-4.8	-2.9
83	CC(=O)C1=C(C)N(Cc2ccc(Br)cc2)C(=S)NC1c1cccc(F)c1 (configuration not stated)	11.9	3.0
84	CCN(CC)C(=O)CC[C@@H]1CC[C@]2(CCCN(Cc3cccs3)C2)O1	-2.4	-2.5
85	COC(=O)c1cc(-c2cccc(C(F)(F)F)c2)c(=O)n2c1CCC2	-3.3	7.9
86	Cc1ccc2nc(-c3ccc(NC(=O)CSc4nnc(-c5cc(-c6ccc(F)cc6)n[nH]5)n4N)cc3)sc2c1	-4.6	-1.9
87	N#CCC[C@@H]1CC[C@]2(CCCN(C(=O)c3ccccc3)C2)O1	-3.6	5.2
88	Nc1sc(-c2ccccc2)cc1C(=O)NCCc1c[nH]c2ccccc12	11.7	16.5
89	CCCCCCCCN1CN2Cc3cc(F)ccc3C2CS1(=O)=O (configuration not stated)	13.3	21.4
